MEKK2 mut-MEK5 – signal of MEK5 binding to mutant human MEKK2 PB1 domain | percent response, % at 10 µM | bead flow cytometry, Alexa488-MEK5 binding to MEKK2 mutant | AID 1530 | actives 0.35% (n = 290,000); in the data active means percent response above about 24%, passing the limit was not always enough; further: inactives centre near 1; some results filed as inactive read as strong as hits; reference of the scale not given here
UBC9 SUMO inh – SUMOylation inhibition | P63279 | HTRF SUMOylation assay, SAE1/SAE2 + UBC9, in vitro | inhibition, % at 35 µM | actives 0.36% (n = 290,000) | AID 2006; in the data active means inhibition above about 50%, passing the limit was not always enough; further: strong numbers were not always called active
Target sequence (P63279 whole entry, looked up): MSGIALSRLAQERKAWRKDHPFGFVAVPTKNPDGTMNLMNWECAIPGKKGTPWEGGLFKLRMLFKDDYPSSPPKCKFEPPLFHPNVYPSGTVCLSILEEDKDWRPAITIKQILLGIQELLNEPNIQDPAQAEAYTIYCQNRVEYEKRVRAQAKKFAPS
NALP1 yeast inh – blocks the NALP1 inflammasome reconstituted in yeast; actives 0.61% (n = 280,000); inhibition, % at 10 µM; S. cerevisiae NALP1/ASC/caspase-1 growth, X-gal OD620, 72 h; AID 2071; in the data active means inhibition mostly above about 24%, no sharp cut-off; inactive means mostly below about 32%; further: some compounds called inactive have numbers as strong as hits
MEKK2 WT-MEK5 – raises or lowers MEK5 binding to wildtype human MEKK2 PB1 domain; binding response (% of control), % at 10 µM; actives 1.1% (n = 290,000); bead flow cytometry, Alexa488-MEK5 binding to MEKK2 WT; actives lie on both sides; AID 1531; in the data active means binding response below about 67% or above about 130%
MEKK3 PB1 HTS – modulators (inhibitors or enhancers) of MEK5 binding to human MEKK3 PB1 domain | Q99759 | bead-based flow cytometry, Alexa488-MEK5 binding to MEKK3; actives lie on both sides; 0 = blocked by unlabeled MEK5, 100 = vehicle | binding response (% of control), % at 10 µM | actives 1.4% (n = 290,000) | AID 1529;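 active means binding response more than 3 SD above or below the average of its plate-row segment, actives on both sides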;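 further: Alexa488 bead fluorescence after subtracting the streptavidin-only scavenger bead signal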
Target sequence (Q99759 whole entry, looked up, the tested form may be a part): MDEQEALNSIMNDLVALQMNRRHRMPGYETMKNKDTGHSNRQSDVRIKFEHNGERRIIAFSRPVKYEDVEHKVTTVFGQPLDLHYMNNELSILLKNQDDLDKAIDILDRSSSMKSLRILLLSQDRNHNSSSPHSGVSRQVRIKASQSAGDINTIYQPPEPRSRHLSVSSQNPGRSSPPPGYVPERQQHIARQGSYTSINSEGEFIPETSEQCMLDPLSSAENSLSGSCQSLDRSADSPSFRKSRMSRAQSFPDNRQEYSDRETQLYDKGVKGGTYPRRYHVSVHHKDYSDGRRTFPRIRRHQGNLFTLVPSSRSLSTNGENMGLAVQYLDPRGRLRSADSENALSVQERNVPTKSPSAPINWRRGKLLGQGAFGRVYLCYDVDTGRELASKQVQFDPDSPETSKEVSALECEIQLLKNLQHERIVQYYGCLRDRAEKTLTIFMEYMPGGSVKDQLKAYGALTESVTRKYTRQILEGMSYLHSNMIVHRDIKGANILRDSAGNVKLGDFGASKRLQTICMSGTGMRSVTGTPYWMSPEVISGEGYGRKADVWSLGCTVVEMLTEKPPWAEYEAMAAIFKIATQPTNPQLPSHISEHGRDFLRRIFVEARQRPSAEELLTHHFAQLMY
M18AAP inhibitor – blocks P. falciparum M18 aspartyl aminopeptidase | recombinant PfM18AAP, H-Glu-NHMec fluorogenic cleavage | inhibition, % at 7.35 µM | actives 1.2% (n = 290,000);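 active means inhibition above the campaign mean inhibition over all tested compounds plus 3 SD, cut at about 28% in these data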;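 further: 0% = plate median of test compound wells and 100% = 2 mM ZnCl2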
IDE cell inh – inhibitors of human insulin-degrading enzyme in cells; P14735; HEK cells, FAbetaB cleavage, fluorescence polarization; inhibition, % at 5.59 µM; actives 0.41% (n = 320,000);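 active means percent inhibition above the average of all tested compounds plus 3 SD, set per screening campaign, cut at about 16% in these data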;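 further: IDE supplied by intact live HEK cells; FP after avidin binding of uncleaved biotin substrate so inhibition keeps polarization high; 0% = DMSO wells and 100% = 60 µM reference IDE inhibitor Ii1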
IDE cell activ – IDE (human) activation, cell-based | P14735 | HEK cells, FAbeta-B cleavage, fluorescence polarization; 0% vehicle, 100% cell-free pure enzyme wells | activation, % at 5.96 µM | actives 0.073% (n = 340,000) | AID 493087;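 active means activation above the mean of all tested compounds plus 3 SD, set per screening campaign, cut at about 17% in these data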
pCIP destab – lowers stability of the mouse p/CIP coactivator protein | Q05BA5 | F442A p/CIP-EGFP cells, EGFP fluorescence, 16 h | decrease of EGFP signal, % at 10 µM | actives 0.01% (n = 290,000) | AID 1984;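 active means EGFP signal decrease of at least 30% at 10 µM or well 3 SD below plate mean, unless failing retest; inactive means the rest, including hits failing retest or dose response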; further: some compounds called inactive have numbers as strong as hits; many of its hits are not listed in these tables
An asterisk follows results filed as active; · = not tested or not shown; & = joins results of further samples; [ ] = another dose, or the depositor's remark.

SMILES	MEKK2 mut-MEK5	UBC9 SUMO inh	NALP1 yeast inh	MEKK2 WT-MEK5	MEKK3 PB1 HTS	M18AAP inhibitor	IDE cell inh	IDE cell activ	pCIP destab
CCOC(=O)Cn1c(CN(C)Cc2ccccc2)nc2c1c(=O)n(C)c(=O)n2C	-1	·	·	102	104	-2	6	4	·
CC(=O)Nc1cc[n+](C(C)C(=O)c2ccc(Cl)cc2)cc1 (stereo not drawn)	-14	15	2	54	41*[inhibitor]	1	-1	-2	-10
CCOC(=O)c1cc(C)nc(SC)c1C#N	6	-16	-6	98	103	0	3	3	-6
O=[N+]([O-])c1cc(C(F)(F)F)cc([N+](=O)[O-])c1Sc1n[nH]c(C(F)(F)F)n1	-7	47	1	98	95	14	-2	4	9
CCC1C(=O)NCCN1C(=O)c1ccc2nc(Cc3ccc(OC)cc3)oc2c1 (stereo not drawn)	1	-7	-1	95	101	-10	0	0	-3
COc1cc(CCc2ccc3c(c2)OCO3)oc(=O)c1	0	-16	8	100	100	·	2	3	8
CCn1c(SCC(=O)c2ccc3ccccc3c2)nnc1-c1ccco1	1	24	13	96	99	-10	8	0	2
Cn1cccc1Cc1nnc(SCC(=O)NCc2ccco2)n1CCc1ccccc1	-2	30	32	99	97	2	-1	1	-6
Cc1ccc(OCCOCCNC(C)(C)C)c([N+](=O)[O-])c1	0	0	22	104	101	0	1	-2	-1
CC1CCCC(NC(=O)CC2Nc3ccccc3NC2=O)C1C (stereo not drawn)	·	11	19	·	·	14	5	-3	-4
C/C(=N\N1CCN(c2ccccc2)CC1)c1ccncc1	0	0	-7	96	101	-7	4	7	-15
Cc1ccc(S(=O)(=O)N2CCOCC2)cc1C(=O)OCC(=O)NC1CCS(=O)(=O)C1 (stereo not drawn)	-2	-8	24	100	103	1	7	0	6
COCC(=O)N1CCN(c2nc3ccccc3o2)CC1	-14	-1	7	64	59	-19	-1	1	10
C=CCNC(=O)CSc1nc2scc(-c3ccco3)c2c(=O)n1CC=C	-21	19	·	85	88	-9	8	-2	3
CO/N=C\CC(=O)Nc1ccc(Cl)c(Cl)c1	3	3	17	103	102	5	3	2	-4
CCN(CCCNC(=O)C1CCN(C(=O)c2cc3sccc3n2C)CC1)Cc1ccccc1	0	-1	21	110	105	5	-3	7	-2
CC(C)(C)OC(=O)n1cc(C(=O)c2ccccc2O)cn1	-2	7	-2	100	103	13	4	3	-10
COc1ccc(-c2nc3ccccc3c(=O)[nH]2)cc1	3	9	4	102	93	0	-1	-1	-8
CC1CC(c2ccccc2)n2nc(N3C(=O)c4ccccc4C3=O)nc2N1 (stereo not drawn)	3	10	-2	101	105	10	4	-1	-3
Cc1cc(C(=O)CN(Cc2ccc(F)cc2)S(=O)(=O)c2ccc3c(c2)OCCO3)c(C)n1C	-12	3	-3	99	100	-3	1	0	10
CCn1c(CCCNC(=O)c2ccco2)nc2ccccc21	5	15	-8	97	101	6	4	3	-5
COc1ccccc1C1CC(=O)NC(C)=C1C(=O)OCC(C)C (stereo not drawn)	9	-13	7	100	98	-9	-9	-11	2
CCOc1c2ccc(C(=O)NCc3ccc4c(c3)OCO4)cc2nn1CCOC	-1	8	4	98	94	6	-2	3	-26
COc1cc(NC(=O)COC(=O)CCOc2ccc(C)cc2)cc(OC)c1	6	1	15	104	105	-1	0	5	-11

Arranged by value in pCIP destab (smallest number first): some entries from above.
structure	MEKK2 mut-MEK5	UBC9 SUMO inh	NALP1 yeast inh	MEKK2 WT-MEK5	MEKK3 PB1 HTS	M18AAP inhibitor	IDE cell inh	IDE cell activ	pCIP destab
CCOc1c2ccc(C(=O)NCc3ccc4c(c3)OCO4)cc2nn1CCOC	-1	8	4	98	94	6	-2	3	-26
COc1cc(NC(=O)COC(=O)CCOc2ccc(C)cc2)cc(OC)c1	6	1	15	104	105	-1	0	5	-11
CCn1c(CCCNC(=O)c2ccco2)nc2ccccc21	5	15	-8	97	101	6	4	3	-5
CCN(CCCNC(=O)C1CCN(C(=O)c2cc3sccc3n2C)CC1)Cc1ccccc1	0	-1	21	110	105	5	-3	7	-2
Cc1cc(C(=O)CN(Cc2ccc(F)cc2)S(=O)(=O)c2ccc3c(c2)OCCO3)c(C)n1C	-12	3	-3	99	100	-3	1	0	10

Whole records, looked up by structure. Values in the order: MEKK2 mut-MEK5	UBC9 SUMO inh	NALP1 yeast inh	MEKK2 WT-MEK5	MEKK3 PB1 HTS	M18AAP inhibitor	IDE cell inh	IDE cell activ	pCIP destab
Profile of `COCC(=O)N1CCN(c2nc3ccccc3o2)CC1` = -14	-1	7	64	59	-19	-1	1	10
Profile of `COc1ccccc1C1CC(=O)NC(C)=C1C(=O)OCC(C)C` (stereo not drawn) = 9	-13	7	100	98	-9	-9	-11	2
Profile of `CCOc1c2ccc(C(=O)NCc3ccc4c(c3)OCO4)cc2nn1CCOC` = -1	8	4	98	94	6	-2	3	-26
Profile of `CC1CC(c2ccccc2)n2nc(N3C(=O)c4ccccc4C3=O)nc2N1` (stereo not drawn) = 3	10	-2	101	105	10	4	-1	-3

More results.
SMILES	MEKK2 mut-MEK5	UBC9 SUMO inh	NALP1 yeast inh	MEKK2 WT-MEK5	MEKK3 PB1 HTS	M18AAP inhibitor	IDE cell inh	IDE cell activ	pCIP destab
CCOC(=O)c1c(NC(=O)C(=O)N/N=C/c2ccc(O)c(OC)c2)sc2c1CCCCC2	-3	15	16	92	97	7	1	-1	-2
CCOc1ccccc1/C=N/OCC(=O)NCc1ccc(F)cc1	0	11	-5	101	105	7	5	1	0
O=C(NC(=S)Nc1ccc2oc(=O)ccc2c1)c1ccc(-c2cccc(Cl)c2Cl)o1	0	14	22	94	94	3	5	·	-4
COc1cccc(NC(=O)C(=O)c2cn(CC(=O)N3CCOCC3)c3ccccc23)c1	-2	-6	22	92	96	-8	-5	-3	-15
CSc1ccc(-c2sc(Nc3cccc4ccccc34)n[n+]2-c2ccccc2)cc1	23	-3	20	129	105	13	5	-2	-17
Cc1ccc(C)c(C(=O)CSc2nnnn2-c2cccnc2)c1	3	3	-1	108	104	4	5	6	0
Cc1cc(C(=O)CN2C(=O)c3ccccc3S2(=O)=O)c(C)n1CC1CCCO1 (stereo not drawn)	6	5	6	101	102	-8	2	7	2
OC[C@@H](O)[C@@H](O[C@@H]1O[C@H](CO)[C@H](O)[C@H](O)[C@H]1O)[C@H](O)[C@@H](O)CO	-1	·	·	100	97	·	4	2	·
Cc1cc(S(=O)(=O)N2CCOCC2)ccc1OCC(=O)Nc1ccc(F)c(Cl)c1	-4	0	6	97	97	-1	8	-4	-3
COc1ccc(Br)c(C(=O)Nc2nc3ccccc3[nH]2)c1	3	8	22	99	99	-7	-1	2	-10
COc1ccc(CNc2ccc3c(c2)nc(C)n3C)cc1	-3	19	-5	99	99	5	3	0	6
CCc1nccn1C(=O)c1cnn2c(C(F)F)cc(-c3ccc(C)cc3)nc12	37	40	30	115	114	7	1	2	-4

In a second layout: entries from further up.
The line under a structure holds: MEKK2 mut-MEK5 | UBC9 SUMO inh | NALP1 yeast inh | MEKK2 WT-MEK5 | MEKK3 PB1 HTS | M18AAP inhibitor | IDE cell inh | IDE cell activ | pCIP destab
C/C(=N\N1CCN(c2ccccc2)CC1)c1ccncc1
 : 0 | 0 | -7 | 96 | 101 | -7 | 4 | 7 | -15
CCc1nccn1C(=O)c1cnn2c(C(F)F)cc(-c3ccc(C)cc3)nc12
 : 37 | 40 | 30 | 115 | 114 | 7 | 1 | 2 | -4
O=C(NC(=S)Nc1ccc2oc(=O)ccc2c1)c1ccc(-c2cccc(Cl)c2Cl)o1
 : 0 | 14 | 22 | 94 | 94 | 3 | 5 | · | -4

More records follow:
SMILES	MEKK2 mut-MEK5	UBC9 SUMO inh	NALP1 yeast inh	MEKK2 WT-MEK5	MEKK3 PB1 HTS	M18AAP inhibitor	IDE cell inh	IDE cell activ	pCIP destab
O=C(c1ccc2ccccc2n1)N1CCN(c2ccccc2Cl)CC1	-1	0	-12	95	92	3	0	0	-14
COC(=O)c1c(NC(=O)COC(=O)CCS(=O)(=O)c2ccc(C)cc2)sc(C)c1C	-2	-8	29	97	103	-2	0	3	5
COc1ccc(CNC(=O)C(C)NCc2ccccc2Cl)cc1 (stereo not drawn)	-1	1	7	103	101	-1	4	-1	8
CCOc1ccc(/C=N\NC(=O)c2c(C)nc3cc(C)ccn23)cc1	0	6	2	101	99	-1	0	-7	-10
COC(=O)c1csc(S(=O)(=O)N2CCCCC2)c1OC	0	0	15	105	101	2	0	-2	-7
O=[N+]([O-])c1cccc(/C=N/n2c(-c3cccnc3)n[nH]c2=S)c1	0	-1	19	105	100	8	-1	-3	0
CCOC(=O)c1ccc(OS(=O)(=O)c2ccccc2)c(OC)c1	-3	-13	24	100	101	-1	5	-3	-4
Cc1ccc(-c2csc3ncnc(N4CCN(Cc5ccccc5)CC4)c23)cc1	-1	-21	7	96	91	-1	2	4	1
CC(C)(C)NC(=O)NC(=O)COC(=O)CNS(=O)(=O)/C=C/c1ccccc1	-5	1	-3	93	97	1	1	0	-8
O=C1COc2ccc(-c3csc(NCC4CCCO4)n3)cc2N1 (stereo not drawn)	1	4	14	103	102	-5	5	4	6
O=C(CC1S/C(=N/N=C/c2c[nH]c3ccccc23)NC1=O)Nc1ccccc1 (stereo not drawn)	-2	16	32	102	105	5	-2	0	-9
CCC1(C)Cc2ccccc2C(=O)N1 (stereo not drawn)	-3	12	10	83	88	-1	8	5	-4
O=C(CSc1nnc(Cc2ccccc2)n1-c1ccccc1)N1CCOCC1	0	28	2	98	101	-1	6	5	-6
O=C1c2ccccc2C(=O)N1CCSc1ccccc1	-3	15	1	94	104	3	-1	2	-6
CC1CCN(CC(O)COc2ccc(F)cc2)CC1 (stereo not drawn)	1	3	30	98	97	1	7	3	11
CCN(CC)CCCNC(=O)c1ccc(OCC(=O)Nc2ccccc2C(F)(F)F)c(OC)c1	-7	-2	17	100	92	-12	4	4	14
COc1ccc(C(=O)Nc2ccc(N3CCN(C)CC3)cc2)cc1	5	-1	14	97	94	-7	7	0	-6
COC(=O)c1ccc(N)nc1	0	5	10	103	105	0	4	2	4
Cc1ccc(CNC(=O)c2ccc(N(C)S(=O)(=O)c3ccccc3)cc2)cc1	-3	-1	9	100	106	0	3	6	3
COc1ccc(CN2C[C@H](C)[C@@H](CC(=O)NCc3ccccc3)C2=O)cc1	2	-2	-3	101	99	0	-3	0	-10
CC(=O)CCSc1ncnc2sc(-c3ccccc3)cc12	1	9	12	103	103	0	8	-16	-24
CCCCn1ccnc1C(=O)c1cccc(S(=O)(=O)N2CC(C)CC(C)C2)c1 (stereo not drawn)	-1	-12	42	98	103	3	-7	5	-3
N#CCSc1nnc2c(Cl)cc(Cl)cn12	3	24	15	100	102	4	-2	8	-12
O=C(O)CCCCC1SCC2NC(=O)NC21 (stereo not drawn)	4	-5&9	-3&-13	95	96	-5&-9	-3	8	3&-4
CC(C)COc1ccc(Br)cc1CNC(C)(C)C	6	9	18	104	97	-10	-2	2	-3
COc1ccc(NC(=O)COC(=O)/C=C/c2ccccc2[N+](=O)[O-])cc1	-1	8	32	108	102	3	3	5	-8
CCOCCCn1cnc2c(c1=O)c1nc3ccccc3nc1n2-c1ccc(C)cc1	-3	17	7	91	95	-22	-2	7	-10

Screens deposited in PubChem BioAssay by several laboratories.

This is a subset, so the mix of outcomes need not match the whole.
